mIDH1 inhibitor: inhibitors of human mutant IDH1 R132H. IDH1-R132H enzyme, NADPH consumption, diaphorase/resazurin fluorescence. Potency, µM (highest dose often 76.6 µM), for the others: top-dose activity change, negative = inhibition, actives largely listed as inhibitors. 0.093% of 390,000 active. AID 602179; also: potency is read from the fitted curve at half-maximal effect; % is scaled to controls: 0 for no effect and ±100 for the full control effect; nearly all actives have a fitted effect of over 65% in size
Target sequence (O75874 whole entry R132H, stated change not applied): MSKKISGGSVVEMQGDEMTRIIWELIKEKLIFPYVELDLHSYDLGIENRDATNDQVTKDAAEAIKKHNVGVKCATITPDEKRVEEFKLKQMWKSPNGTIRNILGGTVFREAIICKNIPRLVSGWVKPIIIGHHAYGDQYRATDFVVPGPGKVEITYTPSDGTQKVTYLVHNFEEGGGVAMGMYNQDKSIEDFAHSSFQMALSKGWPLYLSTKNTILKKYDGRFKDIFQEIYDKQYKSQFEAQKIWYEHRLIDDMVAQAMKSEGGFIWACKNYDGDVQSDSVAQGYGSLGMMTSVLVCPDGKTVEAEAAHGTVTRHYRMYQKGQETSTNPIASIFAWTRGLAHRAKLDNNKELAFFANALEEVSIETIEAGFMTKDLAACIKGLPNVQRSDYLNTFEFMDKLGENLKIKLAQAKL
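IDH1-R132H (0.5 ug/mL dispensed) in pH 7.5 Tris buffer was preincubated 30 min with compound, then given a substrate mix of 0.016 mM NADPH and 2 mM alpha-KG for 80 min at room temperature; remaining NADPH was read by diaphorase/resazurin fluorescence.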
TRHR enhancer: TRH receptor (human) allosteric enhancement; 0.66% of 360,000 active; enhancement, % at 2 µM; AID 493056; TRHR cells, fluo-8 calcium fluorescence, EC20 TRH enhancement; in the data active = enhancement above about 30%; also: 0% is about no effect
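Enhancer read-out: after compound pinning and an initial kinetic agonist-mode read, an EC20 of TRH (10 nM final) was injected and fluo-8 calcium signal (Ex 480/Em 530) followed at 1 s/cycle for 100 cycles in TRHR-expressing cells.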
D2 agonist: D2 dopamine receptor (human) agonism; 0.53% of 340,000 active; activation, % at 2 µM; AID 485358; HEK293 T-REx D2 cells, calcium flux agonist mode; P14416;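 active = activation over 3 SD above normal in the single-dose calcium agonist read, cut at about 30% in these data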; also: 0% is about no effect
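Agonism scored from kinetic calcium signal (1 read/sec, 180 s) following compound pin transfer, after a 10 s baseline. Cells: HEK293 Trex line expressing inducible D2 receptor coupled to calcium, dye-loaded after overnight culture at 30 C.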
PI4K2A inh: blocks human PI4K2A kinase activity. purified PI4K2A, ADP-Glo luminescence, 1 h; stronger effect = lower value. activity change, negative = inhibition, % at 76.9 µM. 0.13% of 420,000 active. AID 1346378; in the data active = activity change below about -50%; inconclusive = mostly about -30% to -49%;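 also: -100% = wells without enzyme as full effect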
Target sequence (Q9BTU6 whole entry, looked up): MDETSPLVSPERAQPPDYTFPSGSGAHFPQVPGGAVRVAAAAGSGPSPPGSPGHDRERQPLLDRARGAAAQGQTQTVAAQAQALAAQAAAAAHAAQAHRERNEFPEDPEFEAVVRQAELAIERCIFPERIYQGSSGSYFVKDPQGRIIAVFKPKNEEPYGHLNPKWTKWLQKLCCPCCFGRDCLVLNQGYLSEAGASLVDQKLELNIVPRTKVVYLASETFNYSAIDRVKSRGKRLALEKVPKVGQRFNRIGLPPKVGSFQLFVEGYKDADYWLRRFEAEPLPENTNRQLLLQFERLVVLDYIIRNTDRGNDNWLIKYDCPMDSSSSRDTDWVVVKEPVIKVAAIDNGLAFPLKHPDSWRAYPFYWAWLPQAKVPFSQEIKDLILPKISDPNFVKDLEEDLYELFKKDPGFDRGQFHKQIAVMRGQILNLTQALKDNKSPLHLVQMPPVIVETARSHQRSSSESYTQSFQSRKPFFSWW
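In this quantitative HTS, ADP production by PI4K2A was quantified luminescently after 1 h at ambient temperature; 100 microM adenosine served as plate-quality control.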
D2 antagonist: antagonizes the human D2 dopamine receptor. P14416. HEK293 TREx D2 cells, calcium flux, dopamine EC80. inhibition, % at 10 µM. 2% of 340,000 active. AID 485344; in the data active = inhibition above about 30%; also: 0% is about no effect
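Dopamine at EC80 is the agonist stimulus; test compounds precede it by 180 s. Calcium flux read kinetically in a force-coupled, inducible HEK293 T-REx D2 cell line.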
TrxR1 substrate: is turned over as a substrate by rat TrxR1; O89049; 0.01% of 390,000 active; purified TrxR1 substrate turnover, NADPH consumption readout; Potency, µM (top dose mostly 114 µM), for inactives: top-dose activity change, negative = substrate turnover; also: potency is read from the fitted curve at half-maximal effect; % is scaled to controls: 0 for no effect and ±100 for the full control effect; nearly all actives have a fitted effect of over 50% in size
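Rat TrxR1, dispensed at 90 nM, was prereduced with 400 uM NADPH (final) for 5 min at ~22 deg C, then incubated with compound 15 min before 400 uM selenite. A first-read NADPH fluorescence drop versus no-compound background flagged substrates.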
USP1-UAF1 inh: USP1/UAF1 (human) deubiquitinase inhibition; O94782; recombinant USP1/UAF1, Ub-Rhodamine cleavage fluorescence; Potency, µM (titrated, usually from 57.1 µM), without a hit: at the top dose activity change, negative = inhibition, hits mostly inhibitors; 0.23% of 390,000 active; also: potency is read from the fitted curve at half-maximal effect; % is scaled to controls: 0 for no effect and ±100 for the full control effect; nearly all actives have a fitted effect of over 60% in size; inactives centre near -12
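USP1/UAF1 complex at 1 nM was preincubated with compound for 15 min at room temperature, then Ub-Rho substrate (150nM final) was added. Fluorescence (480/540 nm) was read kinetically, 6 reads every 60 seconds.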
rTrxR1 inhibitor: blocks rat thioredoxin reductase 1. O89049. recombinant rTrxR1, NADPH fluorescence consumption, selenite substrate. Potency, µM (titrated, usually from 114 µM), without a hit: at the highest dose activity change, negative = inhibition, usual class: inhibitors. 1% of 390,000 active; also: potency is read from the fitted curve at half-maximal effect; % is scaled to controls: 0 for no effect and ±100 for the full control effect; nearly all actives have a fitted effect of over 65% in size
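Rat TrxR1 (90 nM in the dispensed reagent) was pre-reduced with 400 uM NADPH for 5 min at room temperature, then incubated with compound for 15 min. After 400 uM selenite was added, NADPH fluorescence (Ex 340/Em 450 nm) was followed for 8 min.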
TRHR ag: TRH receptor (human) agonism; 0.18% of 360,000 active; TRHR cells, calcium flux fluo-8, FDSS agonist mode; activation, % at 2 µM; P34981; in the data active = activation above about 30%; also: 0% is about no effect
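Fluo-8-loaded TRHR cells; 10 s baseline, compound added, kinetic Ca2+ fluorescence read 1/s, agonist mode.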
* marks the source's active call; other numbers are inactive results; ? = inconclusive; . = no result given; [ ] = remark or other dose. Unless noted, calls follow the shape of the dose curve; as a rule, active = well fitted inhibition curve with a large enough effect; inconclusive = small, poorly fitted or top-dose-only effect; inactive = no such curve, though single readings can be large or run the other way.

Structure,mIDH1 inhibitor,TRHR enhancer,D2 agonist,PI4K2A inh,D2 antagonist,TrxR1 substrate,USP1-UAF1 inh,rTrxR1 inhibitor,TRHR ag
COc1cc(NC(=O)c2cccs2)c(OC)cc1NC(=O)CCC(=O)Nc1ccc2ncccc2c1,-14%,16,0.4,0,-2,6%[57.1 µM],-23%,16%[57.1 µM],-0.7
c1ccc2c(NC3C4CC5CC(C4)CC3C5)nc(N3CCOCC3)nc2c1 (stereo not given),-20%,-8,-0.9,3,-7,74%,-19%,31%[57.1 µM],-0.3
Cc1ccc(OCCSc2nc3ccccc3n2CC(=O)O)cc1C,1%,1,0.7,-2,-10,-3%,2%,3%,-0.4
Cn1c2c(c(=O)n(C)c1=O)C1c3cc(Cl)ccc3OCC1CO2 (stereo not given),1%,2,-0.3,5,-10,-1%,-12%,-2%,-0.2
CN(CC(=O)NC(c1ccccc1)c1ccccc1)Cc1nc2ccccc2c(=O)[nH]1,-2%,-4,-1.6,-2,14,-4%,3%,0%,-0.5
COc1ccc(CCNC(=O)c2ccc3c(c2)ncn3-c2ccc(C(C)C)cc2)cc1OC,-4%,4,1.0,-2,.,-9%[57.1 µM],?,3%[57.1 µM],-0.6
O=C(CCN1CCOCC1)N/N=C/c1cc(Br)cc(Br)c1O,1%,-3,0.7,-7,36*,8%,?,5%[57.1 µM],0.4
CCC1CCCCN1C(=O)COC(=O)c1ccc(S(=O)(=O)N2CCOCC2)cc1 (stereo not given),6%,-12,0.7,1,-2,0%,-7%,6%,0.3
OCc1ccccc1NC(=S)Nc1cccnc1,5%,-1,0.2,-6,-15,5%,6%,0%,-0.1
COc1ccc(CNS(=O)(=O)c2ccc(-n3cccn3)cc2)cc1,3%,-3,0.7,8,11,0%[57.1 µM],-8%,16%[57.1 µM],-0.1
CCOc1ccc(N(CC(=O)NCc2ccc(Cl)cc2)S(=O)(=O)c2ccccc2)cc1,-2%,6,0.5,4,-27,-3%,-13%,13%,-0.1
CCCCSc1nc(C)[nH]c1[N+](=O)[O-],-2%,-10,0.3,-3,25,4%[0.457 µM],-21%,10%[0.457 µM],-0.5
COc1ccc(C)cc1NC(=O)c1cc(C2CC2)nc2c1c(C)nn2C1CCS(=O)(=O)C1 (stereo not given),3%,.,.,-19,.,-7%,-19%,-8%,.
CC1CCCCN1C(=O)Cc1ccc(F)cc1 (stereo not given),3%,3,0.6,4,-26,5%,-1%,12%,0.3
Cc1ccc(-c2nc3ccccc3s2)cc1NC(=S)NC(=O)/C=C/c1ccco1,8%,3,0.3,-1,-22,19%[57.1 µM],-8%,-51%,0.6
Cc1c(C(=O)OC(C)C(C)C[N+](C)(C)C)oc2ccccc12 (stereo not given),7%,4,3.2,2,24,-3%,-5%,-5%,0.3
COc1ccc(N(CC(=O)N2CCN(c3ccccc3)CC2)S(=O)(=O)c2c(C)nn(C)c2C)cc1,-3%,-1,0.4,-2,.,1%,-17%,12%,0.2
Cc1ccc(C)c(NC(=O)CCC(=O)NNC(=O)COc2cc(C)ccc2C)c1,-1%,6,0.1,-2,0,9%,-15%,20%,-0.7
Cn1c(N)c(C(=O)COC(=O)c2ccccc2NCc2ccco2)c(=O)n(C)c1=O,-3%,15,3.3,0,26,7%,-4%,-3%,0.3
COc1ccc(C)cc1S(=O)(=O)NCC(c1cccs1)S(=O)(=O)c1ccc(C)cc1 (stereo not given),-8%,2,0.1,7,.,-2%[57.1 µM],-12%,10%[57.1 µM],-0.3
Cc1ccc2nc(-c3ccc(C)s3)c(Nc3ccc4c(c3)OCCO4)n2c1,12%,12,0.7,-6,.,14%,-24%,19%,1.0
C=CCSc1nnc(NC(=O)c2cn(CC)c3nc(C)ccc3c2=O)s1,2%,-4,0.6,0,-31,-2%[57.1 µM],-10%,26%[57.1 µM],0.0
Cc1ccc(NC(=O)CCCn2c(=O)c3cccn3c3cccnc32)cc1C,-12%,-3,-0.2,-1,.,8%,-7%,15%,-0.4
CC(=O)N(OCc1ccc(OC(C)C)c(Cl)c1)C(C)=O,-9%,1,0.1,0,-8,-11%,-9%,-17%,0.1
Cc1ccc2nc(-c3cccc(NC(=O)c4cccc5ccccc45)c3)oc2c1,-4%,2,-0.6,5,.,10%,-7%,2%,1.2
COc1cccc(C2(c3cccc(OC)c3)CC2C(=O)Nc2cccc3ccccc23)c1 (stereo not given),17%,-21,-1.0,2,-17,5%,-14%,7%,0.3
CCCCOC(=O)c1ccc(NC(=S)NC(=O)c2c(Br)c(C)nn2C)cc1,6%,5,-2.5,2,5,-11%,-6%,-6%,-0.1
CC(C)(C)c1nc(SCC(=O)NCc2ccco2)c2ccccc2n1,2%,-6,-1.0,-7,25,-9%,-18%,?,0.1
Cc1ccc(C2(C)NC(=O)N(CC(=O)NC(=O)NC3CCCC3)C2=O)cc1 (stereo not given),.,-1,0.3,.,-5,.,.,.,0.1
CC1Nc2ccccc2C(=O)N1NS(C)(=O)=O (stereo not given),5%,33*,0.6,-7,-3,39%[activator][57.1 µM],-8%,34%[57.1 µM],0.3

3 compounds from above, ordered by their value in TRHR ag, largest number first.
Structure | mIDH1 inhibitor | TRHR enhancer | PI4K2A inh | D2 antagonist | TrxR1 substrate | USP1-UAF1 inh | rTrxR1 inhibitor | TRHR ag
Cc1ccc2nc(-c3cccc(NC(=O)c4cccc5ccccc45)c3)oc2c1 | -4% | 2 | 5 | . | 10% | -7% | 2% | 1.2
Cc1c(C(=O)OC(C)C(C)C[N+](C)(C)C)oc2ccccc12 (stereo not given) | 7% | 4 | 2 | 24 | -3% | -5% | -5% | 0.3
COc1ccc(CCNC(=O)c2ccc3c(c2)ncn3-c2ccc(C(C)C)cc2)cc1OC | -4% | 4 | -2 | . | -9%[57.1 µM] | ? | 3%[57.1 µM] | -0.6

(next part)
Structure,mIDH1 inhibitor,TRHR enhancer,D2 agonist,PI4K2A inh,D2 antagonist,TrxR1 substrate,USP1-UAF1 inh,rTrxR1 inhibitor,TRHR ag
COc1ccc(C(=O)NCCOc2cccc(Oc3ccccc3)c2)cc1OC,-1%,-3,.,3,.,-12%,-11%,1%,1.8
CC(C)(c1ccccc1)c1ccc(OCC2CO2)cc1 (stereo not given),3%,12,0.3,1,0,-2%[57.1 µM],?,15%[57.1 µM],-0.2
CC(=O)NC12CC3CC(C1)CC(C(=O)N1CCN(S(=O)(=O)c4cccc([N+](=O)[O-])c4)CC1)(C3)C2,-8%,.,.,-5,.,3%,-21%,2%,.
CSc1ccccc1NC(=O)CN1CCCCC1C (stereo not given),0%,-3,-0.2,2,-7,4%[57.1 µM],-1%,-1%[57.1 µM],-0.6
O=C(O)C1C(c2ccccc2)C(C(=O)Oc2ccccc2)C1c1ccccc1 (stereo not given),2%,5,0.9,2,-4,-7%,-5%,?,-0.6
O=C(Nc1ccc(C(=O)c2ccc(C(=O)O)c(C(=O)O)c2)cc1)c1ccccc1,-6%,9,-0.1,-1,-12,-9%,-10%,9%,0.4
COc1ccccc1NC(=O)NNC(=O)c1ccc2c(c1)NC(=O)C(C)(C)O2,-7%,9,-0.3,0,5,1%,-1%,13%,-0.1
CC(C)CCN1CCN(CCCn2cccn2)CC1CCO (stereo not given),-15%,11,-0.7,3,-4,5%,-10%,15%,-0.8
Cn1ccnc1SCC(=O)c1ccc(C#N)cc1,14%,7,0.0,1,-7,5%,-17%,13%,0.0
Cc1nn(Cc2ccc(C(=O)Nc3ccccc3F)cc2)c(C)c1Cl,6%,0,-0.9,-5,23,0%,-15%,11%,-0.7
CN(C)S(=O)(=O)c1ccc(C(=O)OCC(=O)Nc2cccnc2Cl)cc1,0%,-5,0.4,0,8,7%[57.1 µM],-8%,12%[57.1 µM],0.6
COC(=O)CC(NC(=O)c1ccco1)c1ccc(C(C)C)cc1 (stereo not given),5%,-1,0.1,3,21,-3%,-11%,-10%,0.8
CCOc1ccc(OCCC(=O)N2CCN(S(=O)(=O)c3ccc(F)cc3)CC2)cc1,7%,-6,-0.4,4,-16,3%,-18%,12%,-0.7
COc1ccccc1C(=O)Nc1cc2c(ccc3ccccc32)oc1=O,.,-1,0.0,.,-13,.,.,.,-0.2
Cc1ccccc1C(c1c(C)n(C)n(-c2ccccc2)c1=O)c1c(C)n(C)n(-c2ccccc2)c1=O,-1%,0,1.2,-1,.,1%,-23%,13%,0.4
CSc1cccc(NC(=S)N2CCC(N(C)C3CCCCC3)CC2)c1,26%,-3,0.5,3,13,1%,-10%,-26%,0.9

Compound profiles, from the list above:
`COc1cccc(C2(c3cccc(OC)c3)CC2C(=O)Nc2cccc3ccccc23)c1` (stereo not given) across the screens: mIDH1 inhibitor = 17%; TRHR enhancer = -21; D2 agonist = -1.0; PI4K2A inh = 2; D2 antagonist = -17; TrxR1 substrate = 5%; USP1-UAF1 inh = -14%; rTrxR1 inhibitor = 7%; TRHR ag = 0.3
`Cc1ccc(NC(=O)CCCn2c(=O)c3cccn3c3cccnc32)cc1C` across the screens: mIDH1 inhibitor = -12%; TRHR enhancer = -3; D2 agonist = -0.2; PI4K2A inh = -1; D2 antagonist = .; TrxR1 substrate = 8%; USP1-UAF1 inh = -7%; rTrxR1 inhibitor = 15%; TRHR ag = -0.4

Source: PubChem BioAssay
